Source: PubChem BioAssay (National Center for Advancing Translational Sciences (NCATS))
Tb PFK block: qHTS Assay to Find Inhibitors of T. brucei phosphofructokinase. ATP-dependent 6-phosphofructokinase (Trypanosoma brucei brucei), O15648. T. brucei PFK, ADP-Glo luminescence. Potency, µM (highest dose often 57.5 µM), for inactives: top-dose activity, negative = inhibition, hits mostly inhibitors. hit rate 0.17% among 330,000. AID 485367, 2010;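 also: potency is read from the fitted curve at half-maximal effect; 0% = uninhibited 1x PFK enzyme wells and -100% = no-enzyme wells; nearly all actives have a fitted effect of over 60% in size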
Target sequence (O15648 whole entry, looked up): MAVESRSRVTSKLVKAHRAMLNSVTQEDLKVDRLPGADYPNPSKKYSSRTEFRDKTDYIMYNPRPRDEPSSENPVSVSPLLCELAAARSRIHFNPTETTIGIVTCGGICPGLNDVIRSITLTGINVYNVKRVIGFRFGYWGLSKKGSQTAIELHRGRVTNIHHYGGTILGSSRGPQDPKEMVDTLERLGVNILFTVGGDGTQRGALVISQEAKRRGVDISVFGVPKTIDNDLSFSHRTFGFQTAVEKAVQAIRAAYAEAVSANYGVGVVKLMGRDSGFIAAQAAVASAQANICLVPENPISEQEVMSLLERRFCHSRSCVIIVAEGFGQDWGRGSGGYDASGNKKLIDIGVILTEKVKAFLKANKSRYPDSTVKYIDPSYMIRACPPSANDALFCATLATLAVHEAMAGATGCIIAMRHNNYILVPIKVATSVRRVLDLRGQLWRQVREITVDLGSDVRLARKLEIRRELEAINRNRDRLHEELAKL
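1.25 nM PFK with 0.5 mM F6P and 0.1 mM ATP in 0.1 M TEA pH 8.0, 5 mM MgCl2, incubated 45 min at room temperature; ADP measured by ADP-Glo luminescence; compounds titrated up to 57 uM.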
Eya2 phos inh: qHTS Assay for Inhibitors of the Phosphatase Activity of Eya2; Protein phosphatase EYA2 (Homo sapiens), O00167; recombinant Eya2, OMFP fluorescence dephosphorylation (OMFP is methylfluorescein phosphate); Potency, µM (titrated, usually from 76.9 µM), for inactives: top-dose activity, negative = inhibition, usual class: inhibitors; hit rate 0.006% among 330,000; AID 488837, 2010; also: potency is read from the fitted curve at half-maximal effect; % is scaled to controls: 0 for no effect and ±100 for the full control effect
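Eya2 (0.2 uM) preincubated 10 min at ambient with compound, then OMFP substrate added at 50 uM; 10 min reaction in 50 mM HEPES pH 7.5, 50 mM NaCl, 5 uM MgCl2, 0.05% BSA, 1 mM DTT. Fluorescence read at Ex 485/Em 525 nm.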
A-T KAP1 phos: qHTS Assay for Identifying a Potential Treatment of Ataxia-Telangiectasia | hit rate 0.19% among 320,000 | […] A-T fibroblasts, KAP-1 phosphorylation AlphaLISA; neocarzinostatin DNA damage 30 min before lysis | Potency, µM (titrated, usually from 57.5 µM), for the others: top-dose activation, actives largely listed as activators; also: potency is read from the fitted curve at half-maximal effect; % of control where 0% means no effect; nearly all actives have a fitted effect of over 45% in size
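hTERT-immortalized A-T patient fibroblasts ([…]), 500 cells/well in OPTI-MEM, 1% FBS, got compounds for 60 min, then NCS for 30 min at 37C. Lysates were then assayed for phospho-KAP-1 by AlphaLISA (anti-pKAP1 donor, anti-KAP1 acceptor beads), 6 hr at 25C.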
ELG1 DNA repair: qHTS screen for small molecules that inhibit ELG1-dependent DNA repair in human embryonic kidney (HEK293T) cells expressing luciferase-tagged ELG1 | Potency, µM (highest dose often 46.1 µM), inactives show top-dose activity change, negative = inhibition, most hits filed as inhibitors | HEK293T ELG1-luciferase reporter, luminescence, 16 h; DNA damage induced by 5-fluorouridine | hit rate 2.3% among 330,000; also: potency is read from the fitted curve at half-maximal effect; % is scaled to controls: 0 for no effect and ±100 for the full control effect; nearly all actives have a fitted effect of over 55% in size
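Step one: seed 2,000 cells per well. Step two: pin-transfer compound or DMSO alongside 5-fluorouridine. Step three: incubate 16 hr, 37 °C, 5% CO2. Step four: add ONE-Glo, wait 30 min, read luminescence.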
BCR signal inh: qHTS Assay to Find Inhibitors of Chronic Active B-Cell Receptor Signaling | ABC-DLBCL IkBa-CBG/CBR reporter, luminescence ratio, 4 h | Potency, µM (top dose mostly 46.1 µM), for inactives: top-dose ratio change, negative = lower green/red ratio, actives largely listed as inhibitors | hit rate 0.05% among 340,000 | AID 493014, 2011; active = well fitted inhibition curve with a large enough effect in the signal ratio, with a control signal flat, not every such curve was filed as active; inconclusive = small, poorly fitted or top-dose-only effect, or effect the other way, or a change in a side signal; the % refers to the signal ratio;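 also: potency is read from the fitted curve at half-maximal effect; plate controls were basal doxycycline-induced cells for no effect and cells given 10 µM MG132 for full effect; MG132 reads +100%, hits lower the ratio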
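TMD8 human ABC-DLBCL cells with doxycycline-inducible IκBα–green luciferase fusion and unfused red luciferase, in 0.5% FBS medium; compounds up to 46 uM, 4 h at 37C. Green/red luminescence ratio, filter-overlap corrected, fitted to concentration-response curves.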
Mito fusion act: qHTS Assay for Small Molecule Inhibitors of Mitochondrial Division or Activators of Mitochondrial Fusion; S. cerevisiae fusion-defective mutant growth rescue, CellTiterGlo 48 h; Potency, µM (highest dose often 46.1 µM), for inactives: at the top dose growth rescue (activation), most hits filed as activators; hit rate 0.23% among 320,000;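 also: potency is read from the fitted curve at half-maximal effect; % of control where 0% means no effect; nearly all actives have a fitted effect of over 45% in size; temperature-sensitive fusion mutants such as fzo1-1 at 37 °C on non-fermentable ethanol glycerol medium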
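Growth-rescue viability read-out: after 48 h at the non-permissive 37C in glycerol/ethanol YPEG, yeast mitochondrial fusion mutants are measured by CellTiterGlo luminescence; compounds (23 nl pinned per well) restoring growth score as division inhibitors or fusion activators.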
TCR activator: Activators of T cell receptors: qHTS campaign; Potency, µM (series often up to 9.22 µM), without a hit: at the top dose activation of IL-2 secretion, usual class: activators; 330,000 tested, under 10 active; primary human leukocytes, anti-CD3, IL-2 HTRF, 48 h; also: % of control where 0% means no effect
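1) Mix primary human leukocytes, a-CD3 beads and compound. 2) Incubate 48 hr. 3) Add HTRF IL-2 reagents (a-IL-2-K, a-IL-2-d2).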
S-ASM inh: Inhibitors of Secretory Acid Sphingomyelinase (S-ASM): qHTS; Sphingomyelin phosphodiesterase (Homo sapiens), P17405; placental ASM, HMU-PC fluorogenic substrate, 60 min; Potency, µM (series often up to 57.5 µM), without a hit: at the highest dose activity change, negative = inhibition, usual class: inhibitors; hit rate 0.006% among 340,000; also: potency is read from the fitted curve at half-maximal effect
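Fluorogenic HMU-PC substrate (9 uM final) is turned over by placental ASM in 60 min at 37 C after a 10 min compound preincubation. Reaction ended by alkaline stop (pH 10), with fluorescence read at 386/447 nm.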
a7 integrin act: qHTS for Activators of Integrin-Mediated Alleviation for Muscular Dystrophy; alpha7betagal myoblasts, beta-gal FDG fluorescence, 48 h; Potency, µM (series often up to 38.3 µM), for inactives: at the top dose activation, most hits filed as activators; hit rate 0.064% among 350,000;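 also: potency is read from the fitted curve at half-maximal effect; 100% = response of the positive control SU9516; nearly all actives have a fitted effect of over 60% in size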
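Alpha7betagal+/- myoblasts (passage 13) were plated 16-24 hr, then exposed to compounds (1:260 dilution of DMSO stock) for 48 hours at 37C. After MPER lysis, β-galactosidase reporter activity was read as FDG fluorescence (ex 480/em 540) after 30 minutes.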
PTAP TSG101 blk: qHTS Assay for Iinhibitors of HIV-1 Budding by Blocking the Interaction of PTAP/TSG101. Tumor susceptibility gene 101 protein (Homo sapiens), Q99816. Fluorescence polarization, FITC-PTAP peptide / Tsg101 binding. Potency, µM (top dose mostly 115 µM), without a hit: at the highest dose activity change, negative = inhibition, hits mostly inhibitors. 340,000 tested, under 10 active. AID 493005, 2010; active = well fitted inhibition curve with a large enough effect in the main read-out, with a control signal flat, not every such curve was filed as active; inconclusive = small, poorly fitted or top-dose-only effect, or effect the other way, or a change in a side signal; inactive = no such curve, though single readings can be large or run the other way; also: potency is read from the fitted curve at half-maximal effect; % of control where 0% means no effect
Target sequence (Q99816 whole entry, looked up): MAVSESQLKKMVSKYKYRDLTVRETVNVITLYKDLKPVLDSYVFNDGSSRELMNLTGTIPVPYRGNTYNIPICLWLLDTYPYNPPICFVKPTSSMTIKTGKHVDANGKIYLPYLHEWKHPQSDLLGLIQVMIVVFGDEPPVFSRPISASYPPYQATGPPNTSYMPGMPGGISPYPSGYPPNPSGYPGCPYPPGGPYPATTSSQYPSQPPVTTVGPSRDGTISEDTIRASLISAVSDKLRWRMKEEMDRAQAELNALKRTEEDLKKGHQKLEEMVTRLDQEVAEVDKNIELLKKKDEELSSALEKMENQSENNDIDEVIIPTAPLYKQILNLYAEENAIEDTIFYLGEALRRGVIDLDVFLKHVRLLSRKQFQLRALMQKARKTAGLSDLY
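FP read-out: FITC-PTAP peptide, 50 nM final, binding Tsg101 binding domain, 10 uM final; 20 min, r.t.; 10 mM HEPES pH 7.5, 0.15 M NaCl, 0.01% Tween 20, 3 mM EDTA, 0.1 mM TCEP.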
TSHR antagonist: Antagonists of the Thyroid Stimulating Hormone Receptor: HTS campaign; Thyrotropin receptor (Homo sapiens), P16473; TSHR-expressing cells, TSH-stimulated cAMP HTRF, 2 h; stronger effect = lower value; activity change, negative = inhibition, % at 11.5 µM; hit rate 0.2% among 330,000; AID 504810, 2011;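 active = activity change below a set negative limit, meaning inhibition stronger than a set level, cut at about -70% in these data; inconclusive = activity change between two set negative limits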; also: % is scaled to controls: 0 for no effect and ±100 for the full control effect
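Antagonism was scored as loss of TSH-driven cAMP in TSHR cells, stimulated with 4nM TSH (EC80) for 2 hours at 37 deg C and detected by homogeneous HTRF competition immunoassay.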
Starred values were filed as active, the others as inactive; ? = inconclusive; nt = no result given; [ ] = dose if it differs, or a comment. Unless noted, calls follow the shape of the dose curve; as a rule, active = well fitted curve in the direction sought with a large enough effect; inconclusive = small, poorly fitted or top-dose-only effect, or another doubt; inactive = no such curve, though single readings can be large; an effect the other way counts as inactive or inconclusive.

SMILES	Tb PFK block	Eya2 phos inh	A-T KAP1 phos	ELG1 DNA repair	BCR signal inh	Mito fusion act	TCR activator	S-ASM inh	a7 integrin act	PTAP TSG101 blk	TSHR antagonist
O=C1C2C3C=CC([C@@H]2C(=O)N1C1CCCCC1)[C@H]1C(=O)N(C2CCCCC2)C(=O)C31 (stereo partly drawn)	-5.0%	11.1%	5.4%	-9.2%	-2.3%	0.5%	-3.7%	3.7%	5.8%	-6.0%	9.0
Fc1cccc(CNC2CCN(CCc3ccccc3)CC2)c1	-6.0%	4.0%	8.2%	-8.8%	5.1%	-3.5%	4.1%	-1.8%	-37.4%	-6.7%	27.5
CC(=O)c1ccc(NC(=O)COC(=O)c2ccc(F)cc2F)cc1	-4.4%	-1.6%	1.5%	13.2%	4.5%	-2.6%	1.9%	1.0%	5.0%	-1.0%	-4.1
Cc1sc2ncnc(N3CCC(C(=O)N(C)CC(=O)Nc4ccc(Cl)c(C(F)(F)F)c4)CC3)c2c1C	-8.1%	0.5%	-3.2%	3.66µM*	?	17.6%	-5.1%	-23.0%	-70.7%[inhibitor]	-1.8%	-5.9
O=C(CN1CCOCC1)NCc1cc([N+](=O)[O-])ccc1O	2.4%	0.5%	-11.4%	6.1%	-0.1%	-0.3%	5.4%	-1.3%	12.6µM*	-1.6%	-2.6
Oc1ccc(-c2csc(-c3ccccc3)n2)cc1O	-13.2%	4.1%	-1.5%	?	?	8.8%	2.1%	-10.8%	16.8%	-1.9%	-15.2
CCN1C(=O)CSC1=Nc1ccc(Cl)c(Cl)c1	-1.8%	-21.5%	-1.2%	-3.2%	-1.8%	7.4%	nt	-3.3%	23.3%	-0.3%	11.7
Cc1cc(C(=O)N/N=C/c2ccncc2)c2ccccc2n1	1.7%	-18.9%	17.1%	-25.4%	-2.8%	-4.5%	6.5%	8.3%	-1.6%	-2.1%	4.7
Cc1nc(NC(=O)c2ccccc2)sc1C1(C)CC(c2c(Cl)cccc2Cl)=NO1 (stereo not drawn)	-10.1%	-1.0%	-36.4%	?	-1.5%	?	11.1%	-7.9%	-5.9%	-5.3%	-5.1
Cc1ccc(C)c(NC(=S)N/N=C2\CCc3ccccc32)c1	1.5%	8.2%	10.1%	?	-9.4%	0.9%	-1.7%	-1.3%	2.7%	-1.6%	-4.3
Cc1ccnc(NS(=O)(=O)c2ccc(NC(=O)C34CC5CC(CC(C5)C3)C4)cc2)n1	3.2%	-5.0%	-1.4%	-8.7%	-18.7%	-2.7%	-1.9%	6.9%	4.2%	-6.5%	-7.6
CCc1ccc(NC(=O)C(C)OC(=O)CCC(=O)c2cccs2)cc1 (stereo not drawn)	8.2%	4.5%	3.9%	25.6%	1.4%	5.4%	-4.7%[46.1 µM]	-2.3%	18.2%	3.6%	-14.0
CCOC(=O)C1=C(COC(=O)Cc2ccc(Cl)cc2)NC(=O)NC1C (stereo not drawn)	-3.5%	-12.0%	-3.8%	?	4.3%	-6.3%	2.8%	0.5%	-18.4%	-4.4%	-1.6
CC(=O)N1c2c(cc(Br)cc2S(=O)(=O)NCC2COc3ccccc3O2)CC1C (stereo not drawn)	-1.5%	-1.6%	2.9%	-17.1%	0.3%	5.9%	-4.4%	-2.6%	6.4%	-3.4%	-23.6
Cc1cc(-c2cccs2)n[nH]1	-9.3%	3.0%	4.4%	3.9%	?	0.6%	-1.4%	3.4%	-1.9%	-1.2%	8.9
CCOC(=O)C(NC(=O)N1CCCCC1)(c1ccccc1)C(F)(F)F (stereo not drawn)	4.9%	-7.5%	2.3%	1.2%	4.8%	1.5%	-4.0%	2.5%	13.9%	-2.6%	3.9
COC(=O)[C@H](CCSC)NC(=O)NCc1ccccc1F	-2.5%	-2.2%	-1.7%	8.0%	8.0%	1.9%	nt	6.4%	17.0%	-6.1%	-11.2
COc1cccc(NC(=S)N2CCC(NC(=O)c3ccco3)CC2)c1	-2.4%	-1.1%	4.1%	2.9%	-0.4%	1.7%	-3.4%	-3.7%	-596.6%[inhibitor]	-0.7%	6.8
c1ccc2c(SCc3cn4cccnc4n3)ncnc2c1	3.1%	14.3%	11.6%	-9.8%	?	1.2%	4.9%	-0.9%	-12.8%	-11.9%	21.6
O=C1N(CCCl)c2ccc(Br)cc2C12OCCO2	-1.8%	-2.9%	-9.8%	6.3%	0.0%	-2.4%	nt	-5.0%	-6.4%	-2.0%	12.7
Nc1nc2ccccc2n1CCOc1ccc(Br)cc1	-4.9%	-6.3%	0.6%	3.8%	0.0%	-5.8%	nt	-14.0%	?	-1.1%	-1.3
Cc1cc(NC(=O)c2cn(C3CCCCC3)c(=O)c3c2c2ccccc2n3C)no1	4.9%	3.8%	33.9%	?	2.6%	1.4%	-1.2%	-0.8%	18.4%	0.6%	-15.3
Cc1cccc(-n2c(SCC(=O)O)nc3sc4c(c3c2=O)CCCC4)c1	-12.3%	4.7%	-5.6%	11.3%	6.6%	-8.2%	5.7%	0.8%	17.1%	0.0%	-10.4
Cc1cc(S(=O)(=O)N2CCOCC2)ccc1OCC(=O)N1CCOCC1	6.2%	-14.1%	4.1%	-0.9%	2.3%	10.8%	-5.2%	0.1%	-40.9%	0.8%	-6.0
COc1ccc(C(=O)Nc2ccccc2NC(=O)c2ccco2)c(OC)c1	1.5%	-7.6%	-1.8%	-9.7%	6.4%	-2.9%	-3.0%	0.2%	-3.1%	-8.8%	-4.3
O=C(NC(=S)N1CCN(Cc2ccc3c(c2)OCO3)CC1)c1ccc(Cl)cc1	-4.3%	-12.6%	-1.8%	?	?	0.8%	-3.3%[46.1 µM]	4.7%	0.0%	-1.3%	-12.5
CN(C)C(=O)Cn1c(SCC(=O)NC2CCCCC2)nc2ccccc21	-3.2%	-8.0%	-2.3%	5.6%	-8.2%	0.3%	1.1%[46.1 µM]	0.8%	-21.3%	-0.9%	1.6
Cc1ccccc1Nc1scc(-c2ccc(Cl)cc2)[n+]1-c1ccccc1C	5.9%	-8.0%	-0.7%	?	14.5%	5.8%	-4.6%	-4.3%	14.5%	-2.4%	-14.4
CCOc1cccc2sc(N(CCCN(C)C)C(=O)c3ccc(S(=O)(=O)N(CC)Cc4ccccc4)cc3)nc12	2.5%	-20.0%	2.6%	5.7%	?	-14.0%	1.4%	-18.1%	?	-3.9%	-3.5
O=C(CCCN1C(=O)/C(=C/c2cccs2)SC1=S)Nc1ccc(O)c(C(=O)O)c1	-1.1%	0.0%	-4.6%	6.5%	?	-2.5%	nt	nt	nt	nt	-7.1
COc1ccc(-n2nnnc2/C=C\Nc2ccccc2C(=O)c2ccccc2)cc1	8.4%[0.46 µM]	19.1%	-9.4%	-9.1%	5.3%	-2.2%	-2.1%	-6.0%	-7.7%	-2.0%	12.2
CCC(C)(C)NC(=O)CN(C(=O)CNS(=O)(=O)c1ccccc1)c1ccc2c(c1)OCCO2	0.5%	-7.2%	-8.1%	18.1%	?	3.2%	19.0%	-4.2%	-8.2%	0.1%	9.3
Nc1c(C=C2C=CC(=O)C=C2)c(=O)nc2sc(CC(=O)N3CCOCC3)nn12	1.0%	-2.2%	-9.8%	17.3%	3.0%	-3.4%	-3.9%	-2.4%	14.0%	-1.4%	-7.6
